TDP43 rescue: inhibitors of TDP-43 toxicity in yeast. AID 652104. Potency, µM (titrated, usually from 46.1 µM), for the others: at the highest dose growth rescue (activation), actives largely listed as activators. TDP-43 expressing yeast growth rescue, BacTiter-Glo, 24 h. actives 1.8% (n = 410,000); also: % of control where 0% means no effect; nearly all actives have a fitted effect of over 50% in size
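Luminescence from BacTiter-Glo reports growth of TDP-43-expressing yeast after 24 hr at 30 deg C with compound. Cells were raffinose-pregrown to mid-log, then seeded in galactose medium at OD600=0.02.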
aSyn rescue: inhibitors of alpha-synuclein toxicity in yeast. Potency, µM (series often up to 46.1 µM), without a hit: at the top dose growth rescue (activation), usual class: activators. Yeast expressing alpha-synuclein, growth rescue, BacTiter-Glo, 24 h. AID 652106. actives 0.14% (n = 370,000); also: % of control where 0% means no effect; nearly all actives have a fitted effect of over 65% in size
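Screening used galactose-induced yeast with toxic alpha-synuclein levels, exposed to compound for 24 hr at 30 deg C. Cell growth, read with BacTiter-Glo luminescence, gave the measured signal.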
FUS suppressor: rescues growth of FUS-expressing yeast | Potency, µM (titrated, usually from 76.6 µM), inactives show at the highest dose growth rescue (activation), hits mostly activators | actives 0.24% (n = 390,000) | S. cerevisiae FUS-expressing, growth rescue, OD600, 24 h;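 also: plate controls were DMSO vehicle for no effect and reference control for full effect; nearly all actives have a fitted effect of over 55% in size; some results filed as inactive show a strong effect at the top dose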
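Steps: raffinose overnight preculture; dilution to OD 0.005 in 2% galactose minimal medium; compound addition (concentration series); 24hr at 30C, 99% humidity; absorbance read at 600 nm.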
EPAC1 antag: antagonists of human EPAC1; O95398; EPAC1 GEF assay, Rap1b-BODIPY-GDP exchange fluorescence; Potency, µM (doses to about 115 µM), without a hit: at the highest dose activity change, negative = inhibition, actives largely listed as inhibitors; actives 0.14% (n = 360,000);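 also: plate controls were vehicle for no effect and positive control for full effect; nearly all actives have a fitted effect of over 50% in size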
PTHR1 agonist: activates the human parathyroid hormone receptor PTHR1; actives 0.075% (n = 410,000); HEK293 GP2 PTHR1 cells, GloSensor cAMP luminescence, 1 h; Potency, µM (top dose mostly 115 µM), without a hit: at the highest dose activation, hits mostly activators; Q03431; also: nearly all actives have a fitted effect of over 55% in size; some results filed as inactive show a strong effect at the top dose; inactives centre near -15; many of its hits are not listed in these tables
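HEK-293-derived GP2 cells expressing PTHR1 and a GloSensor cAMP reporter, 3,000/well, plated overnight, given luciferin plus IBMX (each 0.5 mM as added) for 1 h at 37 °C, then compound for 1 h at 37 °C. Luminescence was read after 15 min at room temperature.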
EPAC2 agonist: EPAC2 (human) agonism | Q8WZA2 | EPAC2 activation, biochemical qHTS; response scale: 100% = 6.5 mM cAMP response | Potency, µM (highest dose often 154 µM), without a hit: top-dose activation, usual class: activators | actives 0.079% (n = 360,000) | AID 720711; also: nearly all actives have a fitted effect of over 50% in size
Target sequence (Q8WZA2 whole entry, looked up): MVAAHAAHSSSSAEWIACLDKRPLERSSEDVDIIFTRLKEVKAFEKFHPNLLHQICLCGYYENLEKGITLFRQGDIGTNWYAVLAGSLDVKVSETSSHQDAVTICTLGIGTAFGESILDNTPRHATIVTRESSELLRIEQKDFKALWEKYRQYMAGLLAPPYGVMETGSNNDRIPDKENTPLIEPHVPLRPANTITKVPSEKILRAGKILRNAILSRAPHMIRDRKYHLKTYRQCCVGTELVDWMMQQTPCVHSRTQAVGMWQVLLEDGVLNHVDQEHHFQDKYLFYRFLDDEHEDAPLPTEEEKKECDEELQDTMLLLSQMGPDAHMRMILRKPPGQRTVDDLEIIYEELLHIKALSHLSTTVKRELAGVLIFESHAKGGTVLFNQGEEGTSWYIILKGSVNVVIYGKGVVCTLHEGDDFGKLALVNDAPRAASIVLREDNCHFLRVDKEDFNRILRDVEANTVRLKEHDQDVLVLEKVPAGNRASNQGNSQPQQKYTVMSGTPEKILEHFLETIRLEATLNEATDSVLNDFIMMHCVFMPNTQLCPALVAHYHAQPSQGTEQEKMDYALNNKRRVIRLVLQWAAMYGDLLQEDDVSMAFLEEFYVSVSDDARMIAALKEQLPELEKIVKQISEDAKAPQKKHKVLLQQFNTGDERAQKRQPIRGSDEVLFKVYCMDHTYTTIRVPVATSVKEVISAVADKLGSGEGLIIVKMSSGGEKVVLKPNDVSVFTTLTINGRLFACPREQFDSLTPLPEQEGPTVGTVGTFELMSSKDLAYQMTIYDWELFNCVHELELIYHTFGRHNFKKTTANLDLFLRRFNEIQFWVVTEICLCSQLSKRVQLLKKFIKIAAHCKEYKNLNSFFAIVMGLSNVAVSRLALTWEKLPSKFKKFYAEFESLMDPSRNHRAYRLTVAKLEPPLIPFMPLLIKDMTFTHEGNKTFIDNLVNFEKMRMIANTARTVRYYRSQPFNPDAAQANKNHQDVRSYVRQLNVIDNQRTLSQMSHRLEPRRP
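Setup: EPAC2 100 nM, labeled Rap1B complex 250 nM, free GDP 50 uM. Compound titrations pinned in, brief spin, 5 min room temperature incubation. Kinetic fluorescence read over 30 min, normalized to 6.5 mM cAMP.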
EPAC2 antag: antagonists of human EPAC2. EPAC2 GEF exchange of Rap1B-BODIPY-GDP, fluorescence. Potency, µM (top dose mostly 114 µM), without a hit: at the top dose activity, negative = inhibition, usual class: inhibitors. actives 0.18% (n = 360,000). AID 720708; also: % is scaled to controls: 0 for no effect and ±100 for the full control effect; nearly all actives have a fitted effect of over 45% in size; many of its hits are not listed in these tables
EPAC1 ag: activates human EPAC1 exchange factor; O95398; actives 0.073% (n = 360,000); Potency, µM (titrated, usually from 154 µM), inactives show at the top dose activation, usual class: activators; EPAC1 agonist qHTS, biochemical assay; response scale: 100% = response to 6.5 mM cAMP; AID 720707; also: nearly all actives have a fitted effect of over 60% in size
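Read-out is the fluorescence drop as BODIPY-GDP leaves Rap1B (480 nm excitation, 540 nm emission), recorded every 5 minutes over 30 minutes. Reactions held 100 nM EPAC1, 250 nM Rap1B–BODIPY-GDP and 50 uM GDP, with 6.5 mM cAMP setting full activation.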
The depositor's hits bear a star; i = inactive; ? = inconclusive; / = no result given; & = joins results of further samples; [ ] = dose if it differs, or a comment. Calls follow the shape of the dose curve; as a rule, active = well fitted curve in the direction sought with a large enough effect; inconclusive = small, poorly fitted or top-dose-only effect, or another doubt; inactive = no such curve, though single readings can be large; an effect the other way counts as inactive or inconclusive. Potency is read from the fitted curve at half-maximal effect. The list is partial; rates above refer to the full screens.

SMILES	TDP43 rescue	aSyn rescue	FUS suppressor	EPAC1 antag	PTHR1 agonist	EPAC2 agonist	EPAC2 antag	EPAC1 ag
COc1ccc(N(CC(=O)Nc2ccc(C)cn2)S(=O)(=O)c2c(C)nn(C)c2C)cc1	4%	-1%	2%	5%	i	-9%	-25%	-6%
CCn1cc(CN2CCCC(CNS(=O)(=O)c3cccc4cccnc34)C2)cn1 (centres undefined)	5%	-1%	4%	3%	-25%	1%	15%	-4%
Cc1cc(C(=O)NC2CCCc3ccccc32)c(C)o1 (centres undefined)	?	7%	11%	-3%	-13%	2%	-1%	-2%
CCc1ccc(NC(=O)/C(C#N)=C/c2ccncc2)cc1	-2%	-1%	?	19%	i	12%	3%	2%
Cc1ccc(-n2ncc3c2CC(C)(C)CC3NC(=O)c2ccc[n+]([O-])c2)cc1 (centres undefined)	-3%	-4%	28%	-6%	-19%	7%	0%	17%
COc1cccc(CN2CCN(Cc3nc4c(s3)CCCC4)CC2CCO)c1 (centres undefined)	11%	?	-21%	0%	-43%[inhibitor]	4%	-1%	8%
CCOC(=O)[C@]12CCC=C1N(Cc1ccc(Cl)cc1Cl)C(=O)[C@H](CC(=O)NCc1ccccc1)C2	19%	18%	44%	-19%	-25%	3%	-12%	-12%
CCc1ccc(NC(=O)CNS(=O)(=O)c2c(C)noc2C)cc1	3%	-1%	-36%	?	0%	6%	-9%	-10%
COCCN(C(=O)c1cc(-c2ccc(F)cc2)nc2ccccc12)c1c(N)n(CC(C)C)c(=O)[nH]c1=O	15%	0%	-9%	-28%	-16%	8%	9%	0%
CC1CCCCC1NC(=O)CN(C)S(=O)(=O)c1ccc2c(c1)CCC(=O)N2 (centres undefined)	-4%	3%	-1%	8%	i	5%	-2%	9%
O=C1CCC(=O)N1c1ccc(S(=O)(=O)Nc2cccc([N+](=O)[O-])c2)cc1	-9%	-1%	24%	0%	i	4%	1%	-7%
CC(=O)Nc1ncc(Cc2cccc(Cl)c2)s1	-2%	-17%	1%	12%	-10%	5%	13%	-3%
O=c1c2ccccc2nc(/C=C/c2cccc([N+](=O)[O-])c2)n1CCCO	18%	-2%	7%	1%	-7%[57.5 µM]	5%	10%	8%
COc1ccc(N(CC(=O)Nc2cccnc2)S(C)(=O)=O)cc1	5%	1%	-2%	0%	-25%	11%	-2%	0%
CCOC(=O)CSC1=N/C(=C\c2ccc(OC)c(OC)c2)C(=O)N1C	5%	-1%	17%	-2%	i	-1%	16%	-3%
O=C(CN1CCN(S(=O)(=O)c2ccc(Cl)cc2)CC1)NC1CC1	-13%	1%	4%	-5%	?	2%	11%	-7%
Cc1sc2nc(SCC(=O)NCCO)n(C)c(=O)c2c1C	7%	1%	10%	1%	i	-3%	15%	-1%
CCC(CO)Oc1cc(NC(=O)c2ccc(C)cc2)c2ncn(C(C)C)c2c1 (centres undefined)	1%	2%	11%	-10%	i	10%	3%	5%
CCN1CCN(c2ncc(C(=O)Nc3cc(Cl)c(OC)cc3OC)c3ccccc23)CC1	4%	-12%	0%	4%	-2%	9%	0%	4%
COc1ccc(CCC(=O)N2CCCSC2=Nc2ccc(C(C)=O)cc2)cc1	27%	18%	/	-13%	-21%	17%	-6%	3%
O=C(NCCN1CCOCC1)c1c[nH]c2ccc(S(=O)(=O)N3CCOCC3)cc2c1=O	7%	-4%	0%	13%	i	18%	-2%	9%
COc1ccc(N2CCN(C(=O)CN3C(=O)COc4ccc(S(=O)(=O)N5CCC(C)CC5)cc43)CC2)cc1	-2%	11%	?	/	i	/	/	/
CC(Sc1nc2ccccc2s1)C(=O)NCc1ccc2c(c1)OCO2 (centres undefined)	13%	?	10%	-12%	-17%	28%	6%	11%
O=C(O)CCCC(=O)Nc1nc2n(n1)C(c1ccc(F)cc1)CC(c1ccc(Cl)cc1)N2 (centres undefined)	-4%	-9%	?	9%	i	-9%	16%	-1%
COCCn1c(-c2ccc(OC)cc2)cnc1SCC(=O)Nc1ccc(OC)cc1OC	-2%	1%	/	-6%	-21%	15%	-8%	5%

Entries above with a nitro group on carbon (two):
SMILES	TDP43 rescue	aSyn rescue	FUS suppressor	EPAC1 antag	PTHR1 agonist	EPAC2 agonist	EPAC2 antag	EPAC1 ag
O=C1CCC(=O)N1c1ccc(S(=O)(=O)Nc2cccc([N+](=O)[O-])c2)cc1	-9%	-1%	24%	0%	i	4%	1%	-7%
O=c1c2ccccc2nc(/C=C/c2cccc([N+](=O)[O-])c2)n1CCCO	18%	-2%	7%	1%	-7%[57.5 µM]	5%	10%	8%

(next part)
SMILES	TDP43 rescue	aSyn rescue	FUS suppressor	EPAC1 antag	PTHR1 agonist	EPAC2 agonist	EPAC2 antag	EPAC1 ag
OC(COC(c1ccccc1)c1ccccc1)CN1CCCCC1 (centres undefined)	-5%	23%	11%	-12%	7%[57.5 µM]	11%	-3%	7%
c1ccc2c(c1)OCC(c1nnc3sc(-c4cnccn4)nn13)O2 (centres undefined)	-2%	-7%	40%	6%	-3%[57.5 µM]	-4%	11%	-4%
O=C(C1CCC1)N1CCN(S(=O)(=O)c2ccccc2)CC1	-12%	6%	4%	-19%	?	6%	-10%	-13%
O=S(=O)(c1ccc(NC(=S)NCc2ccco2)cc1)N1CCCC1	3%	0%	0%	-34%	-24%	9%	-8%	2%
CCCN1CCN(CCCNC(=O)C(CC)n2nc(C)n3c(cc4occc43)c2=O)CC1 (centres undefined)	-2%&0%	3%	17%&7%	-5%	i	-1%	-5%	-14%
Cn1ccc(C(=O)OCC(=O)Nc2cccc(Cl)c2)n1	2%	0%	-1%	-14%	-4%	9%	8%	6%
C=CCOc1cccc(C2C(C(=O)c3ccc(C)o3)=C(O)C(=O)N2CCN(C)C)c1 (centres undefined)	-15%	-1%	23%	16%	i	6%	17%	1%
Cc1nc(N2CCC3(CC2)OCCO3)c2nnn(Cc3ccccc3F)c2n1	-9%	11%	30%	6%	-3%[57.5 µM]	-4%	-9%	3%
Cc1cc(OC(C)C(=O)NCCc2c[nH]c3ccccc23)c2c(C)cc(=O)oc2c1 (centres undefined)	0%	-3%	?	3%	-37%[inhibitor]	7%	?	-27%
Cc1cccc(C(=O)NC(C)C(c2cccs2)N2CCOCC2)c1 (centres undefined)	-1%	10%	2%	7%	-11%	9%	9%	7%
Cc1ccc(C(=O)Nc2nccs2)s1	4%	-5%	-22%	-19%	10%	7%	2%	10%
O=[N+]([O-])c1ccc(Nc2ccc3ccccc3c2)nc1	-2%	-3%	-8%	-2%	i	1%	-1%	11%
Cc1c(C)c(C)c(S(=O)(=O)N2CCNCC2)c(C)c1C	-22%	10%	-7%	-11%	i	1%	3%	-9%
O=C(O)CCCC(=O)Nc1nc(-c2ccc(F)cc2)cs1	-17%	-8%	13%	6%	-3%[57.5 µM]	-18%	-2%[57.1 µM]	-4%
O=C(Nc1cc2c(cc1C(=O)c1cccc(Br)c1)OCCO2)c1ccccc1F	4%	0%	-16%	/	i	/	/	/
O=C(CN(C1CCCCC1)S(=O)(=O)c1ccc(Cl)cc1)N1CCOCC1	23%	0%	-3%	4%	i	10%	-5%	7%
COc1ccc(S(=O)(=O)NCCSCc2cccc(C)c2)cc1Br	?	?	33%	?	-15%	-9%	-16%	?
FC(F)(F)c1ccc(Cl)c(-n2c(-c3cc(-c4ccco4)[nH]n3)n[nH]c2=S)c1	22%	1%	7%	0%	i	4%	1%	3%
COc1cc(C(C)=O)ccc1COc1ccc(C(=O)OCC(=O)NC(C)(C)C)cc1OC	13%	-1%	16%	?	-39%[inhibitor]	-4%	-1%	2%
Cc1ccc2c(CSc3nncs3)cc(=O)oc2c1	-10%	5%	7%	4%	-24%[57.5 µM]	2%	2%	-4%
CCOc1ccc(-c2cc(C(=O)N3CCCC3)c3ccccc3n2)cc1	16%	3%	/	6%	i	-4%	-5%	-4%
COC(=O)CN1C(=S)N(Cc2ccccc2)C(=O)C1CC(=O)Nc1ccc(OC)cc1 (centres undefined)	-3%	0%	/	-3%	-12%	0%	10%	4%
NS(=O)(=O)c1cccc(NC(=O)CSc2nnc(NC3CC3)s2)c1	23%	-3%	-9%	18%	i	-2%	2%	5%
Cn1c(N)c(C(=O)CSc2nnc(-c3ccccc3F)n2C2CC2)c(=O)n(C)c1=O	9%	-1%	1%	-14%	-13%	-10%	-2%	-4%
CC(=O)N1CCN(C(=O)COc2ccc(N(C)S(=O)(=O)c3cccs3)cc2)CC1	-18%	-8%	25%	-15%	-49%[inhibitor]	4%	0%	-6%
Next part:
SMILES	TDP43 rescue	aSyn rescue	FUS suppressor	EPAC1 antag	PTHR1 agonist	EPAC2 agonist	EPAC2 antag	EPAC1 ag
CCOC(=O)C1C2C=CC3(CN(Cc4ccco4)C(=O)C13)O2 (centres undefined)	-5%	10%	13%	0%	i	0%	1%	12%
CC(NC(=O)CN(c1cccc(C(F)(F)F)c1)S(=O)(=O)c1ccc(Cl)c([N+](=O)[O-])c1)c1ccccc1 (centres undefined)	11%	-7%	16%	-17%	-14%	4%	-10%	-16%
COc1ccc(OC)c(NS(=O)(=O)c2c(C(=O)N3CCCCCC3)c(C)n(C)c2C)c1	10%	4%	-7%	23%	i	5%	9%	-14%
OCC1(CCc2ccccc2)CCN(Cc2ccccc2Cl)CC1	0%	-13%	-1%	-14%	-17%	4%	2%	-3%
Cc1cccc(C)c1NC(=O)COC(=O)c1cc(-c2cccnc2)nc2ccccc12	16%	9%	9%	-5%	i	-10%	-9%	-7%
O=C(NC(=S)NCc1nc2ccccc2[nH]1)c1ccc(F)cc1	17%	0%	7%	-5%	-11%	3%	0%	1%
O=C(Nc1ccccc1)Nc1ccc(Oc2cccnc2)nc1	7%	-8%	9%	-8%	-37%[inhibitor]	6%	-3%	7%
CCOc1ccc(-c2cc(CCCC(=O)NCCC(C)C)no2)cc1	-7%[0.397 µM]	11%	6%	-10%	-21%	3%	6%	-4%
O=C(NCc1ccco1)C(=S)N1CCCC1	-5%	-4%	-19%	10%	-20%	3%	14%	-4%
O=c1ccc2cc(S(=O)(=O)Nc3ccc(Br)cc3)ccc2o1	-17%	6%	7%	12%	-35%[inhibitor]	1%	-1%	15%

Just FUS suppressor, for four of the compounds above:
| Compound | FUS suppressor |
| --- | --- |
| Cc1cccc(C)c1NC(=O)COC(=O)c1cc(-c2cccnc2)nc2ccccc12 | 9% |
| OCC1(CCc2ccccc2)CCN(Cc2ccccc2Cl)CC1 | -1% |
| CC(NC(=O)CN(c1cccc(C(F)(F)F)c1)S(=O)(=O)c1ccc(Cl)c([N+](=O)[O-])c1)c1ccccc1 (centres undefined) | 16% |
| COc1ccc(OC)c(NS(=O)(=O)c2c(C(=O)N3CCCCCC3)c(C)n(C)c2C)c1 | -7% |
